PLC-gamma1 inh: PLC-gamma1 (human) inhibition, primary screen; purified PLC-gamma1, fluorogenic substrate, fluorescence; inhibition, % at 12.2 µM; 0.84% of 370,000 active; AID 720700; in the data active = inhibition above about 9.5%
DDE Tn6 FP inh: DD(E)-Tn6 binding inhibition, primary FP screen. P02675. Fibrin DD(E) TRITC-Tn6 fluorescence polarization displacement. inhibition, % at 8.3 µM. 0.21% of 370,000 active. AID 720509;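 active = inhibition above a per-campaign cutoff: mean of compounds within control limits plus 3 SD, cut at about 15% in these data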;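 note: 0% = median of all compound wells on the plate and 100% = blocking peptide control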
ARFGAP1 inhibitor: rat ARFGAP1 inhibition; 0.26% of 360,000 active; AID 651572; Arfgap1-stimulated ARF1 GTP hydrolysis, GDP FP detection; inhibition, % at 16.5 µM;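 active = inhibition above a per-plate limit, mean inhibition of low control wells plus 3 SD, cut at about 25% in these data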;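 note: 0% = DMSO wells with enzyme and 100% = wells lacking Arfgap1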
Target sequence (Q62848 1-136 limits assumed): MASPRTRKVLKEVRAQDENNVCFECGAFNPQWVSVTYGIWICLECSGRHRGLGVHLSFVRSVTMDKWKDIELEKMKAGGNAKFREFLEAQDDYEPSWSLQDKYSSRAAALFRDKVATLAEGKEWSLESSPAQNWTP
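system = rat Arfgap1 catalytic domain, aa 1-136 | technique = FP, GDP Alexa 633 tracer displaced from anti-GDP antibody, 620/688 nm | compound = one concentration, 16.5 µM, DMSO 1.26% | medium = HEPES-based buffer, pH 7.5 | timing = compound-enzyme preincubation 20 min, reaction 120 min, detection 60 min, 25 °C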
KLK7 zymogen act: proKLK7 (human) activation, primary screen | purified proKLK7, EDANS-DABCYL substrate fluorescence; 100% is mature enzyme control, 0% vehicle | P49862 | activation, % at 7 µM | 0.9% of 370,000 active | AID 652039;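 active = activation above the mean of all tested compounds plus 3 SD, computed per campaign excluding outliers beyond control limits, cut at about 13% in these data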
ASAP1 GAP inh: ASAP1 ArfGAP inhibition. inhibition, % at 16.5 µM. Q9ULH1. 0.19% of 360,000 active. ASAP1-stimulated ARF1 GTP hydrolysis, GDP FP detection; in the data active = inhibition above about 25%;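 note: 0% = vehicle with enzyme and substrate and 100% = no enzyme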
Target sequence (Q9ULH1 325-724 limits assumed): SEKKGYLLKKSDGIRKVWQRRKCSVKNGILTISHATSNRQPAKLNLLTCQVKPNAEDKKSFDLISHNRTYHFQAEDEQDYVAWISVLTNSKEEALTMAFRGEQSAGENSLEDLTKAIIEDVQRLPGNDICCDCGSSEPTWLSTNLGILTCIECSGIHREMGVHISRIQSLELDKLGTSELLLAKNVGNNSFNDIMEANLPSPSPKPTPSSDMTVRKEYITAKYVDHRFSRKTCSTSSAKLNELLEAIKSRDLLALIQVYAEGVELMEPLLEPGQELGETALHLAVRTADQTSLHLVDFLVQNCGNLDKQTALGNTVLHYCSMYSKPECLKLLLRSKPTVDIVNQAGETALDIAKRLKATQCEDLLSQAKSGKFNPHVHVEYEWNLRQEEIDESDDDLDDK
TDP2 inh: TDP2 (human) inhibition, absorbance primary screen; O95551; 0.34% of 370,000 active; inhibition, % at 12.8 µM; recombinant TDP2, T5PNP hydrolysis, p-nitrophenol absorbance 415 nm;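 active = inhibition above the mean of all tested compounds plus 3 SD, set per campaign, cut at about 25% in these data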;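 note: 0% = DMSO with enzyme and 100% = buffer with substrate but no TDP2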
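Assay system: Recombinant human TDP2 | Quantity: 120 nM TDP2 per well | Incubation: 2 h at 37 °C | Signal: Epi absorbance | Evaluation: Percent inhibition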
LEDGF integ inh: blocks HIV-1 LEDGF/p75-dependent DNA integration. inhibition, % at 3.7 µM. TR-FRET IN-LEDGF/p75 DNA integration, Eu/Cy5. 0.64% of 370,000 active;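 active = inhibition above the screen-wide mean plus 3 SD, cut at about 13% in these data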;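 note: signal is the Cy5 over europium emission ratio at 671 and 618 nm; 0% = plate median of compound wells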
ADAM17 inh: ADAM17 inhibition, QFRET primary screen; inhibition, % at 6.95 µM; P78536; 0.83% of 370,000 active; AID 720648; recombinant ADAM17, EDANS/DABCYL FRET peptide cleavage;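 active = inhibition above the mean of compounds lying between control limits plus 3 SD, set per campaign, cut at about 8.5% in these data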;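 note: 0% = DMSO-only wells as the low control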
DDE Tn7 FP inh: DD(E)-Tn7 binding inhibition, primary FP screen; P02675; FP displacement of FITC-Tn7 peptide from fibrin DD(E); 0% = median of compound wells per plate; inhibition, % at 8.3 µM; 0.13% of 370,000 active; AID 720508;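 active = inhibition above the mean of compounds falling within the control limits plus 3 SD of them, cut at about 14% in these data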;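 note: 0% = plate median of compound wells and 100% = 10 µM Aha-Tn7 peptide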
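Assay system: Human clot-derived fibrin DD(E) complex | Buffer or medium: Tris/NaCl/CaCl2 buffer, pH 7.8 | Repeats: One replicate per compound | Benchmarks: Aha-Tn7 high control | Measure: % inhibition scaled between sample-field median and high-control FP | Schedule: 10 min plus 3 h, room temperature | Signal: Fluorescence polarization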
ADAM10 inh: inhibitors of human ADAM10 | recombinant ADAM10, EDANS/DABCYL FRET peptide cleavage, 3 h | inhibition, % at 7 µM | 0.62% of 370,000 active | O14672 | AID 720582;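 active = inhibition above a per-campaign cutoff equal to the mean of compounds falling between control-based bounds plus 3 SD, cut at about 20% in these data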;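 note: 0% = DMSO wells while the 100% control is not disclosed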
Target sequence (O14672 214-748 limits assumed): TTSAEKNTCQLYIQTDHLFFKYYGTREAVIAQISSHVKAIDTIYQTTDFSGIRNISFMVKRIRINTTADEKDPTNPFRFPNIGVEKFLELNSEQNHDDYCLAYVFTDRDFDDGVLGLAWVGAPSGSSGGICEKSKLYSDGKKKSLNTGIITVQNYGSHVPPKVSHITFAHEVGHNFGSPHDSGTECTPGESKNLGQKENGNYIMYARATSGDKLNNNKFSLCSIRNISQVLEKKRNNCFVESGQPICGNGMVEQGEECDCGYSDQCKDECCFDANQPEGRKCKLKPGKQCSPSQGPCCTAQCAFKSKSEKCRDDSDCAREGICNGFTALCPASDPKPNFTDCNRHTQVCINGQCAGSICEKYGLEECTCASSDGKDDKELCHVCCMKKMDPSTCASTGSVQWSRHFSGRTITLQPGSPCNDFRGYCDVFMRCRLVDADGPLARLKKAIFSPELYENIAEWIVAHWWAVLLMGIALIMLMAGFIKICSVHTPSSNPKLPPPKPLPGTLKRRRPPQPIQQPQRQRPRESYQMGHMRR
An asterisk follows results filed as active; i = inactive; . = not tested or not shown. Random draw from the library (roughly 4.2% active in at least one column).

SMILES	PLC-gamma1 inh	DDE Tn6 FP inh	ARFGAP1 inhibitor	KLK7 zymogen act	ASAP1 GAP inh	TDP2 inh	LEDGF integ inh	ADAM17 inh	DDE Tn7 FP inh	ADAM10 inh
CCN(CC(=O)Nc1ccc2c(c1)OCCO2)C(=O)c1cccc(OCC(C)C)c1	3	5	12	-0.2	2	-3	0	-1	5	16
O=C(Cn1cc2c(n1)CCCC2)NCCCN1CCN(Cc2ccccc2)CC1	0	-4	-3	0.0	14	6	0	-2	-9	-18
CCC(O)(Cc1ccccn1)Cc1ccccn1	-8	5	-18	0.7	-1	10	-2	-11	6	-21
CNc1cc(-c2cccc(OC)c2F)nc2ccnn12	i	9	4	38*	7	9	1	-392	9	i
CN(CCCC(=O)NC1CC(C)(C)NC(C)(C)C1)S(=O)(=O)c1ccc([N+](=O)[O-])cc1	-2	-2	3	-0.3	6	-2	6	-7	-2	-6
CCOc1ccc(NC(=O)C2CCCCN2S(=O)(=O)c2ccccc2)cc1 (configuration not stated)	-5	6	1	0.6	3	9	-1	-2	4	-6
c1ccc(-c2n[nH]c3c2CCC3)cc1	-2	0	-1	-0.2	-8	10	1	-2	-3	10
COc1ccc(OC)c(S(=O)(=O)N(C)CC(=O)N2CCc3ccccc3C2)c1	1	-2	-3	0.3	2	2	2	-2	0	1
COc1cccc2cc(C(=O)N3CCN(C45CC6CC(CC(C6)C4)C5)CC3)c(=O)oc12	-64	-8	1	0.4	-1	-23	2	-2	3	-21
CC(OC(=O)c1ccc(Cl)nc1)C(=O)NC1(C#N)CCCCC1 (configuration not stated)	7	-4	-1	-0.3	13	-13	7	1	3	-2
O=C(NC1CCN(C(=O)N2c3ccccc3Sc3ccccc32)CC1)c1ccccc1F	-5	-5	7	0.3	-7	-1	1	3	3	11
Cc1nc(=O)cc(-c2ccccc2)n1-c1ccccc1	4	-5	-11	0.0	3	4	4	-1	2	-1
Cn1cnnc1SCC(=O)N1CCc2ccccc21	2	0	3	-0.2	-9	-15	0	-2	-8	-7
Cn1nnnc1Sc1ncnc2scc(-c3ccccc3)c12	-2	3	-5	-0.3	7	-13	-1	2	4	4
CCc1nnc(NC(=O)CSc2nc3ccccc3c(=O)n2CCCOC)s1	3	9	-12	0.1	0	10	-1	-3	3	-1
Cc1ccc(/C=C/C(=O)OC(C)C(=O)Nc2ccc(Cl)cn2)o1 (configuration not stated)	-14	-6	10	0.7	8	-5	-3	-1	2	-7
O=C(Nc1ccc(N2CCOCC2)cc1)c1cccc(S(=O)(=O)N2CCCC2)c1	0	2	4	0.1	-2	-7	1	-4	2	8
COCCCNC(=O)c1cc(=O)n(Cc2ccc(Cl)cc2)c2ccccc12	-18	2	-10	0.3	-7	3	0	-20	1	-48
Cc1ccnc(NC2CCCCC2)c1	-3	10	11	0.1	3	-2	-1	-6	2	-12
Cc1nc(N2CCN(Cc3ccc4c(c3)OCO4)CC2)nc2c1C(=O)CC(c1ccco1)C2 (configuration not stated)	-5	5	-11	0.3	12	1	0	6	-5	7
Cc1cccc(N(C2C=CS(=O)(=O)C2)S(=O)(=O)c2ccccc2)c1 (configuration not stated)	-2	8	1	0.6	-5	11	1	-3	-5	2
CC(C)N1CCCCC(NC(=O)c2cccc(F)c2)C1=O (configuration not stated)	1	-1	.	0.6	.	5	0	-1	4	2
Cc1cc(C(=O)COc2cccnc2[N+](=O)[O-])c(C)n1Cc1ccco1	-1	0	7	0.2	1	9	-4	-3	-3	0
O=C(COc1ccc(Cl)c2cccnc12)N1CCOCC1	-176	-2	-2	4.4	8	-10	4	-29	-1	-81
O=C(Cc1ccccc1)c1ccc(O)cc1O	-16	-1	18	0.3	9	1	4	-1	2	4

Grouped by structure, those above containing two or more sulfur atoms.
SMILES	PLC-gamma1 inh	DDE Tn6 FP inh	ARFGAP1 inhibitor	KLK7 zymogen act	ASAP1 GAP inh	TDP2 inh	LEDGF integ inh	ADAM17 inh	DDE Tn7 FP inh	ADAM10 inh
Cn1nnnc1Sc1ncnc2scc(-c3ccccc3)c12	-2	3	-5	-0.3	7	-13	-1	2	4	4
CCc1nnc(NC(=O)CSc2nc3ccccc3c(=O)n2CCCOC)s1	3	9	-12	0.1	0	10	-1	-3	3	-1
Cc1cccc(N(C2C=CS(=O)(=O)C2)S(=O)(=O)c2ccccc2)c1 (configuration not stated)	-2	8	1	0.6	-5	11	1	-3	-5	2

(list continues)
SMILES	PLC-gamma1 inh	DDE Tn6 FP inh	ARFGAP1 inhibitor	KLK7 zymogen act	ASAP1 GAP inh	TDP2 inh	LEDGF integ inh	ADAM17 inh	DDE Tn7 FP inh	ADAM10 inh
O=C(Cn1nnc2ccccc2c1=O)NCC1CCC(C(=O)O)CC1 (configuration not stated)	3	-9	-3	-0.1	-15	7	-1	-4	0	-3
O=C(NC1CCCC1)C(c1ccncc1)N(C(=O)c1ccco1)c1ccccc1 (configuration not stated)	3	-8	-16	0.8	0	6	1	0	-5	0
Cc1ccc2c(CN(C)Cc3ccc(Cl)cc3)cc(=O)oc2c1	-3	-3	-6	0.2	-3	11	3	2	3	10
CCN(CCO)c1nc(N2CCCCC2)c2cnn(C)c2n1	2	3	6	-0.1	0	-5	-3	0	1	-5
Cc1ccc(-c2nc3ccccc3s2)cc1NC(=S)NC(=O)c1ccccc1	-31	6	8	0.5	6	-4	-1	-1	3	-23
CC1=C(O)C(=O)C(c2c(C)cc(C)c(Br)c2C)=C(O)C1=O	-4	5	-8	-0.2	-16	4	-1	-9	-4	-15
O=S1(=O)CC2c3ccc(F)cc3CN2CN1CCc1ccccc1 (configuration not stated)	-6	-3	.	-0.9	.	0	-2	3	-2	0
Cc1cc(C)n2nc(SCC(=O)NC3CCCCC3C)nc2n1 (configuration not stated)	4	-10	9	-0.5	0	-11	4	-3	1	-5
CCOc1cc(C2Nc3ccccc3NC3=C2C(=O)CC(C)(C)C3)ccc1OC(C)=O (configuration not stated)	-2	9	10	0.1	-13	-6	-3	0	3	1
C=CCSc1nnc(NC(=O)c2c(CC)noc2C)s1	-4	-5	0	0.1	-6	7	2	-1	-3	1
Cc1cnc(NC(=O)CCNC(=O)c2ccc([N+](=O)[O-])cc2)s1	3	9	-4	-0.1	6	13	1	-1	2	0
COc1ccc(CN(C2CCCC2)S(=O)(=O)c2ccc(-n3cnnn3)cc2)cc1	1	-3	-2	0.8	4	-6	-4	3	2	2
CCN(CC)CCn1c2ccccc2c2nc3ccc([N+](=O)[O-])cc3cc21	-17	5	9	-1.6	-11	-7	-6	-1	0	-10
NC(=O)C1CCCN(CCc2ccccc2)C1 (configuration not stated)	1	3	-4	0.0	-10	0	-1	-2	9	0
CCOc1ccccc1N1CCN(C(=O)CSc2ccc3c(c2)OCCO3)CC1	-3	-4	8	-0.1	13	-2	-7	-2	4	-13
CCOC(=O)/C(C(=Nc1ccccc1)Nc1ccccc1)=C(\C)O	0	-4	0	-0.1	-7	-6	0	-3	-2	-7
CC1(C)CC(=O)C=C(C(=O)N2CCCC(C(=O)c3cccc(C(F)(F)F)c3)C2)O1 (configuration not stated)	1	-1	-4	0.7	-3	2	-5	0	5	4
CCOC(=O)Cc1[nH]nc2c1C(C1C=CCCC1)C(C#N)=C(N)O2 (configuration not stated)	0	-1	-5	0.2	-7	-3	-3	0	0	6
COc1ccccc1NC(=O)c1ccccc1NC(=O)c1cccs1	1	-4	1	0.8	1	-9	-1	2	5	21*
O=C(COC(=O)c1cc(NS(=O)(=O)c2cccs2)ccc1O)Nc1ccc(F)c(F)c1F	-24	-4	3	-1.1	-1	-7	-1	-6	2	2
COC(=O)c1ccc(NS(=O)(=O)c2ccc3[nH]c(=O)oc3c2)cc1	1	7	-7	-0.1	4	-3	-2	-3	3	-7
Cc1nc(Cl)c(C(=O)Nc2cccc(F)c2)c(C)c1Cl	1	4	-5	-0.6	23	6	0	-2	0	1
O=C(O)c1ccc(NC(=S)NCc2ccccc2)cc1	2	-4	5	0.1	9	0	3	1	-17	3
Cc1onc(-c2ccccc2Cl)c1C(=O)NC(=S)NCC(=O)c1ccccc1	0	-5	5	-0.3	13	8	1	-6	2	-2
Cc1[nH]c2ccccc2c1C(=O)C(=O)N1CCN(c2ccccc2Cl)CC1	-3	3	-4	0.7	6	6	0	0	3	-3
Additional entries:
SMILES	PLC-gamma1 inh	DDE Tn6 FP inh	ARFGAP1 inhibitor	KLK7 zymogen act	ASAP1 GAP inh	TDP2 inh	LEDGF integ inh	ADAM17 inh	DDE Tn7 FP inh	ADAM10 inh
Cc1ccccc1NCCNc1ccccc1C	-2	-5	-8	0.2	-7	-9	-4	0	2	-4
Cc1ccc(-n2nc3c(c2NC(=O)c2ccc4c(c2)OCO4)CSC3)c(C)c1	-1	-4	8	0.6	0	-4	0	5	8	1
COC(=O)C1=CN(c2ccc(N3CCOCC3)cc2)C(N)=C(C#N)C1c1ccccc1 (configuration not stated)	-7	-2	10	0.2	4	9	1	-2	-7	-15
COC(=O)c1ccc(NC(=O)C(=O)c2c[nH]c3ccccc23)cc1	2	-2	-5	0.3	1	17	-2	0	-6	-2
C=CCN(c1ccccc1)S(=O)(=O)c1cccc(C(=O)NCc2ccco2)c1	0	-1	1	0.3	-6	0	-2	-3	0	-2
CCN(C(=O)CSc1nnc2nc(C)cc(C)n12)c1ccccc1	1	-3	-7	-0.6	-7	13	-2	-5	6	4
CCOC(=O)Cc1csc(NC(=O)COc2ccc(OC)cc2)n1	3	1	13	-0.3	-3	0	4	-2	4	-12
CS(=O)(=O)N(CC(=O)Nc1ccccc1C(=O)N1CCCC1)c1ccccc1Br	5	-1	13	0.0	6	-14	-7	-3	-3	-18
CC(C)(C)c1ccc(CNC(=O)C2CCCN2C(=O)Nc2ccccc2)cc1 (configuration not stated)	1	-4	-1	-0.7	0	-1	-1	-4	-5	-8
COc1cccc(N2C(=O)/C(=C\c3cccs3)NC2=S)c1	-2	-4	-3	-0.3	6	13	-2	-4	6	-5
CCN(CC)C(=O)c1sc(NC(=O)C(Sc2ccccc2)c2ccccc2)c(C(=O)OC(C)C)c1C (configuration not stated)	2	2	1	-0.2	0	-3	-2	0	-8	7
CC(=NNC(=S)N1CCCCC1)c1ccccn1	-4	2	-11	0.5	-11	6	-3	-16	2	-47
COC(=O)c1cc(=O)n(-c2ccccc2)c(=Nc2ccccc2)s1	-2	1	8	1.7	2	1	-3	0	7	-8
CCCCn1cnc2c(cnn2-c2ccc(F)cc2)c1=O	0	-5	7	0.3	4	11	2	-7	5	-15

Single entries from the results shown:
COC(=O)C1=CN(c2ccc(N3CCOCC3)cc2)C(N)=C(C#N)C1c1ccccc1 (configuration not stated) – DDE Tn6 FP inh = -2
CCOC(=O)Cc1csc(NC(=O)COc2ccc(OC)cc2)n1 – LEDGF integ inh = 4
COC(=O)c1ccc(NC(=O)C(=O)c2c[nH]c3ccccc23)cc1 – DDE Tn6 FP inh = -2

Source: PubChem BioAssay
